EBI2 antag = EBI2 receptor antagonists, beta-arrestin recruitment, primary screen, cell-based, luminescence, 7a,25-OHC stimulation, uHTS | G-protein coupled receptor 183 (Homo sapiens), P32249 | 7a,25-OHC stimulated | inhibition, % at 5 µM | 0.81% of 360,000 active | AID 651636, 2012; in the data active = inhibition above about 38%;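 also: enzyme fragment complementation signal reports receptor beta-arrestin coupling in cells; 0% = agonist plus DMSO wells and 100% = wells without agonist; some results beyond the cut were filed as inactive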
Target sequence (P32249 whole entry, looked up, the tested form may be a part): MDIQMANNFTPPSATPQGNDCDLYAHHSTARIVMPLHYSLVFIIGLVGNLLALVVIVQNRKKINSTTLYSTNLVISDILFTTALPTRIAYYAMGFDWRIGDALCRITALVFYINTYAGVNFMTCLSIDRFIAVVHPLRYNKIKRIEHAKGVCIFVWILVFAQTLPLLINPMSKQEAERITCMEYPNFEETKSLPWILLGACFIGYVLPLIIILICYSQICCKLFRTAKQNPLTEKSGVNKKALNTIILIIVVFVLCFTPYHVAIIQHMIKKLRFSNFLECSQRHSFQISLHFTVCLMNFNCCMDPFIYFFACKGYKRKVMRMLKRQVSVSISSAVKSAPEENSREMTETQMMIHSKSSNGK
* = called active by the depositor. These rows are one share of the data; the hit share may differ from the screen's.

EBI2 antag | SMILES
23 | CSCCC(c1nnnn1C(C)(C)C)N1CCN(C/C=C/c2ccccc2)CC1 (stereo unspecified)
8 | COc1ccc(CCNC(=O)CCCn2c(=S)[nH]c3ccsc3c2=O)cc1OC
9 | O=c1[nH]c(=S)[nH]c2c1C(C1CCCCC1)OC(C1CCCCC1)C2 (stereo unspecified)
3 | CCCCC1CC2=C(C(=O)OC(C)(C)O2)C(c2ccc3ccccc3c2)O1 (stereo unspecified)
0 | COc1ccc(-n2nc3c(c2NC(=O)COc2ccccc2OC)CS(=O)(=O)C3)cc1
7 | Cn1c(NCc2cccnc2)nc2cc(-c3ccc(C(=O)N4CCOCC4)cc3)sc2c1=O
3 | CC1(C(=O)Nc2ccc(Cl)c(Cl)c2)CCN1C(=O)CCC1CCCC1 (stereo unspecified)
0 | COC(=O)c1ccccc1OCc1cc(=O)oc2ccc(C)cc12
8 | COc1cccc(C(NC(C)=O)c2nc(-c3cnc4ccccc4c3)cs2)c1 (stereo unspecified)
7 | C[C@@H]1CN([C@@H](C)CO)C(=O)c2cc(C3=CCCCC3)cnc2O[C@H]1CN(C)C(=O)Nc1cccc(F)c1
11 | O=C1c2ccccc2C(c2nnnn2-c2ccc3c(c2)OCCO3)N1Cc1ccc2c(c1)OCO2 (stereo unspecified)
0 | Cc1ccc(S(=O)(=O)N2C[C@H]3[C@H]4C(=O)N(c5ccccc5)C(=O)[C@H]4C[C@H](OC(=O)NCc4ccccc4F)[C@@]3(O)C2)cc1
-3 | CCc1nc2c(OCc3ccc(F)cc3)cccn2c1N(C)C(=O)c1ccncc1
-5 | C=C(C)c1cccc(C(C)(C)NC(=O)N2CCN(C(=O)OCC)CC2)c1
-43 | COc1ccccc1CNc1nc(Nc2ccccc2Cl)c2sccc2n1
-4 | CCc1ccc(NC(=O)CSc2nc(C)cs2)cc1
-5 | CC(C)(C)c1ccc(S(=O)(=O)NC(=O)C2(C)CCN2C(=O)C2CCCCC2)cc1 (stereo unspecified)
-3 | CN(C)CCC1(c2ccccc2)CCN(C)C1=O (stereo unspecified)
-6 | CN(C)Cc1ccccc1-c1cccc2nccn12
10 | Cc1cc(C)c2cc(C#N)c(NCCCNC(=O)c3ccncc3)nc2c1
2 | CC(=O)N(C)C[C@H]1Oc2ncc(Br)cc2C(=O)N([C@H](C)CO)C[C@@H]1C
11 | CN(Cc1ccc(Cl)cc1)C(C(=O)NC1CCCCC1)c1cc2ccccc2o1 (stereo unspecified)
9 | CCOC(=O)N1CCN(C(C(=O)NC2CCCC2)C(C)C)CC1 (stereo unspecified)
-3 | COc1ccc(CC(N)c2csc(Nc3cnccn3)n2)cc1 (stereo unspecified)
1 | COCCN1C(=O)CN(S(C)(=O)=O)CC1(C)C(=O)Nc1c(C)cccc1C (stereo unspecified)
-11 | Nc1ncnc2c1ncn2[C@@H]1O[C@H](C(=O)NS(=O)(=O)c2cccs2)[C@@H](O)[C@H]1O
-4 | CCCC(=O)N1CCC1(C)C(=O)Nc1cc(-c2ccccc2)nn1C (stereo unspecified)
-2 | CCc1nc2c(OCCOc3ccc(F)cc3)cccn2c1N(C=O)Cc1ccccc1
6 | Cc1noc(C)c1C(=O)OC(C)C(=O)c1ccc(C(C)(C)C)cc1 (stereo unspecified)
3 | CC1=C(C(=O)N2CCCCCC2)CC(CC(=O)NCCCN(C)C)C(=O)N1Cc1ccc(C(C)(C)C)cc1 (stereo unspecified)

The last 4 entries of the section before are carried over, then new ones follow:
EBI2 antag | SMILES
-4 | CCCC(=O)N1CCC1(C)C(=O)Nc1cc(-c2ccccc2)nn1C (stereo unspecified)
-2 | CCc1nc2c(OCCOc3ccc(F)cc3)cccn2c1N(C=O)Cc1ccccc1
6 | Cc1noc(C)c1C(=O)OC(C)C(=O)c1ccc(C(C)(C)C)cc1 (stereo unspecified)
3 | CC1=C(C(=O)N2CCCCCC2)CC(CC(=O)NCCCN(C)C)C(=O)N1Cc1ccc(C(C)(C)C)cc1 (stereo unspecified)
-16 | CN(C)c1ncnc2c1ncn2[C@H]1CN(CCN2CCOCC2)C[C@@H](CO)O1
0 | OCCN1CCN(c2cc(-c3ccc(CO)cc3)nc3ccnn23)CC1
-3 | COc1ccc(NC(=O)CSc2nnnn2C2CCCC2)cc1S(=O)(=O)N1CCOCC1
0 | CCc1nc2c(OCCc3cccc(OC)c3)cccn2c1N(C=O)Cc1ccc(OC)cc1
2 | CC1C(=O)N(Cc2cn(CCC3OCCCO3)nn2)CCS(=O)(=O)N1Cc1ccc(-c2cccc(CO)c2)cc1 (stereo unspecified)
-24 | CCc1nc2ccc(C(=O)N3CCN(S(=O)(=O)CC)CC3)cn2c1N(C)C(=O)c1cccc(OC)c1
12 | COc1ccc(C(O)c2nc(-c3ccc(Cl)cc3)cs2)cc1 (stereo unspecified)
-5 | CC1(C(=O)O)CCN1C(=O)c1cccc(OC(F)(F)F)c1 (stereo unspecified)
-2 | C#CCN(C[C@H]1[C@H](OC(=O)NCc2ccc(OC)c(OC)c2)[C@H](OC(=O)NCc2ccc(OC)c(OC)c2)C[C@@H](C(=O)OC)[C@H]1C(=O)OC)S(=O)(=O)c1ccc(C)cc1
-10 | CS(=O)(=O)c1cc(C(=O)O)cc(NCc2ccccc2)c1Oc1ccccc1
19 | CCCCC[C@@H](C)N1C[C@@H](COCc2ccccc2)Oc2cc(N3CCC[C@H]3C(N)=O)ccc2S1(=O)=O
4 | Cc1cccc(C)c1N1C(=O)c2ccccc2NC(=O)C1C(=O)NCc1ccco1 (stereo unspecified)
-15 | O=C(Nc1nnc([C@@H]2C[C@H](O)[C@@H](CO)O2)s1)Nc1cccc2ccccc12
3 | COc1ccc(CNC(=O)c2sc(=O)n(Cc3cc(C(C)=O)ccc3OC)c2C)cc1
-8 | O=C(OCCO)c1c(C2=CCCCC2)oc2c1C(OCCO)CCC2 (stereo unspecified)
-1 | CCc1nc2ccc(C(=O)NCCc3ccccn3)cn2c1N(C)CCC(C)C
8 | Cc1ccc([C@H]2C[C@H](n3cc(C4CC4)nn3)[C@@H](O)CN2Cc2cccs2)cc1
-4 | CCN1C(=O)[C@H]2[C@@H](c3ccc(C)cc3)N[C@]3(CCCN(Cc4ccc(F)cc4)C3=O)[C@H]2C1=O
15 | CCCCCCN1C[C@H](O)[C@@H](n2cc(C3CC3)nn2)C[C@@H]1c1ccc(OC)cc1
3 | O=c1c(-c2cccnc2)nc2ccccc2n1C(CCc1ccccc1)c1nc2ccccc2[nH]1 (stereo unspecified)
5 | C=CCN1[C@@H](Cc2ccccc2)COc2cc(N3CCSCC3)ccc2S1(=O)=O
27 | CC(=O)Nc1cc(-c2ccccc2N(C)C)cn2c(-c3ccc(F)c(Cl)c3)cnc12
0 | Clc1ccc2nc(-c3ccccc3)c(Cc3ccccc3)n2c1
7 | CN(Cc1ccc(Cl)c(Cl)c1)C(=O)C1CC(=O)N(c2ccc3c(c2)OCCO3)C1 (stereo unspecified)
-8 | COc1ccc(N2C(=O)c3ccccc3NC(=O)C2C(=O)NCC(C)C)cc1 (stereo unspecified)
-1 | CN1CCN([C@@H]2CS(=O)(=O)N[C@H]2COCc2ccccc2)CC1
0 | CC(=O)c1cccc(-c2ccnc3c2CC(C(=O)Nc2cccc(N(C)C)c2)O3)c1 (stereo unspecified)
6 | O=C(CN1C(=O)NC2(CCCCCC2)C1=O)Nc1ccc(OC(F)(F)F)cc1
-4 | Cc1cccc(C)c1NC(=O)C(CCc1ccccc1)N1CCN(C)CC1 (stereo unspecified)
-4 | C[C@@H]1CN([C@@H](C)CO)C(=O)CCCn2nncc2CO[C@@H]1CN(C)C(=O)Cc1ccccc1
18 | C[C@H](c1ccccc1)N1C[C@H](COCc2ccccc2)Oc2cc(N3CCC[C@H]3CO)ccc2S1(=O)=O
0 | CCCS(=O)(=O)NC(=O)C1(C)CCN(C(=O)c2c(C)noc2C)C1 (stereo unspecified)
1 | COC(=O)[C@]12CCCCC=C1N(Cc1ccc3c(c1)OCO3)C(=O)[C@H](CC(=O)N1CCN(C(=O)c3ccco3)CC1)C2
-9 | O=C1CSC(=S)N1N=Cc1c[nH]c2ccc(Br)cc12
3 | CCc1ccccc1NC(=O)CNC(=O)c1ccc(S(=O)(=O)NCc2ccco2)cc1
12 | COc1ccc(NC(=O)c2ccc(NC(=O)CN3CCN(c4ccccc4O)CC3)cc2)cc1
6 | COc1ccc(C(C)=O)cc1CC1(C)C(=O)Nc2ccc(OC(F)(F)F)cc21 (stereo unspecified)
8 | CC(C)N(Cc1ccccc1)S(=O)(=O)c1ccc(-n2cccn2)cc1
0 | COc1ccc(C(O)c2ncc(-c3ccccc3F)[nH]2)cc1 (stereo unspecified)
7 | COc1cc(C(=O)N(C(C)C)C2CCCCC2)cc(OC)c1OC
6 | C#CCOCC1CN(c2ccccc2)C(=O)O1 (stereo unspecified)
-1 | CCN(CC)C(=O)C1=C(C)N(CCCN2CCCC2=O)C(=O)C(CC(=O)NCc2ccco2)C1 (stereo unspecified)
16 | CCOC(=O)C1=CCN(S(=O)(=O)c2ccc(Cl)cc2)C1c1ccccc1 (stereo unspecified)
-4 | COc1cccc(/C=C2\SC(=S)N(CCCC(=O)Nc3cccc(C(=O)O)c3)C2=O)c1
8 | Cc1ccc(S(=O)(=O)N2CC3C(=O)C[C@@H](c4ccccc4)N(S(=O)(=O)c4cccc(Cl)c4)C3CC2c2ccccc2)cc1 (stereo partly specified)
23 | COc1cccc(-c2cc(NC=O)c3ncc(-c4ccc(C(C)=O)cc4)n3c2)c1
-13 | C#CCOCC1CN(C)C(=O)O1 (stereo unspecified)
-8 | CCCNC(=O)C1(C)CCCN(Cc2ccsc2)C1 (stereo unspecified)
-11 | C[C@@H]1CCCCO[C@H](CN(C)Cc2ccccc2)[C@@H](C)CN([C@H](C)CO)C(=O)c2cc(NC(=O)c3ccccc3)ccc2O1
11 | Cc1cscc1-c1ccc(C(=O)Nc2c(C)cccc2C)o1
10 | COc1ccc(C2=Nc3ccccc3N(C(=O)c3ccc4c(c3)OCO4)C2C(=O)Nc2c(C)cccc2C)cc1 (stereo unspecified)
-3 | CCNC(=O)C1CCCN(C(=O)c2cccc(C(F)(F)F)c2)CC1 (stereo unspecified)
19 | COc1cc(OC)cc(C2=Cc3ccc(OC)cc3C(CC(C)=O)N2c2ccc(-c3cncnc3)cc2)c1 (stereo unspecified)
-5 | CC1(C(=O)NS(=O)(=O)c2ccc(Cl)cc2)CCN1C(=O)CCc1ccc(Cl)cc1Cl (stereo unspecified)
-1 | Nc1ncnc2c1ncn2[C@@H]1O[C@H](CNC(=O)[C@H](N)Cc2cccnc2)[C@@H](O)[C@H]1O
-4 | CCC(=O)N1CCC1(C)C(=O)Nc1ccc(OC(F)F)cc1 (stereo unspecified)
-2 | O=C1NC[C@H](CCCCN2C[C@H](Cc3ccccc3)N(CCc3ccc(O)cc3)C(=O)C2=O)N(CCc2ccccc2)C1=O
5 | CCOC(=O)N1CCN(C(=O)C[C@@H]2C[C@@]3(C(=O)OCC)CCCC=C3N(Cc3ccc(Cl)cc3Cl)C2=O)CC1
0 | CC(=O)Nc1cc(-c2cccc(C(=O)N(C)C)c2)cn2c(-c3cccc(C(=O)N(C)C)c3)cnc12
6 | N#CCCC1(CCC#N)c2ccccc2C(=O)c2ccccc21

3 entries from above, ordered by SMILES length, low to high.
EBI2 antag | SMILES
-8 | CCCNC(=O)C1(C)CCCN(Cc2ccsc2)C1 (stereo unspecified)
-4 | CCC(=O)N1CCC1(C)C(=O)Nc1ccc(OC(F)F)cc1 (stereo unspecified)
5 | CCOC(=O)N1CCN(C(=O)C[C@@H]2C[C@@]3(C(=O)OCC)CCCC=C3N(Cc3ccc(Cl)cc3Cl)C2=O)CC1

Two of these compounds, reformatted:
Structure	EBI2 antag
C[C@H](c1ccccc1)N1C[C@H](COCc2ccccc2)Oc2cc(N3CCC[C@H]3CO)ccc2S1(=O)=O	18
CCCS(=O)(=O)NC(=O)C1(C)CCN(C(=O)c2c(C)noc2C)C1 (stereo unspecified)	0

New compounds follow
EBI2 antag | SMILES
10 | CCCCc1c(-c2ccccc2OC)ncn1CCc1ccccc1
4 | Cc1ccccc1S(=O)(=O)N1C[C@@H]2C(C(=O)C[C@@H]3C(=O)N(C)C(=O)[C@@H]32)[C@@H]1c1ccc(Cl)cc1 (stereo partly specified)
3 | O=C1O[C@@H](c2ccccc2)C[C@@H](O)[C@H](O)CCc2ccccc21
4 | COc1ccc(S(=O)(=O)N(C)C)cc1NC(=O)COC(=O)c1n[nH]c2ccccc12
14 | COc1ccccc1Cc1c(-c2ccc(Cl)cc2)nc2c(Cl)cc(C(F)(F)F)cn12
-8 | COCCNc1nc(Oc2cncc(Cl)c2)c2sccc2n1
-3 | COCc1ccc(CN2CCC(n3nccc3NC(=O)c3ccc4c(c3)OCO4)CC2)o1
-3 | COc1ccc(C(=O)ON=C(C)c2nccs2)cc1
2 | COc1ccc(OC)c(NC(=O)c2cc(-c3cc(F)ccc3OCC3CCCO3)n[nH]2)c1 (stereo unspecified)
-6 | CC(=O)Nc1ccc(-c2ccnc3c2CC(C(=O)Nc2cccc(N(C)C)c2)O3)cc1 (stereo unspecified)
-5 | C[C@H]1COc2cccc(N3CCSCC3)c2S(=O)(=O)N1
4 | Cc1cc(S(=O)(=O)N2CCCCC2CCNC(=O)C(=O)NCCN2CCOCC2)ccc1F (stereo unspecified)
-7 | CC(N)c1csc(Nc2ccc(C(=O)NCCCO)cn2)n1 (stereo unspecified)
-18 | CCCCN(C=O)c1c(CC)nc2ccc(C(=O)NCCc3ccccn3)cn12
14 | CCCOc1ccc(F)cc1-c1cc(C(=O)Nc2ccc(OC)cc2C)[nH]n1
-34 | CC(N)c1csc(Nc2nncc3ccccc23)n1 (stereo unspecified)
-7 | CC1(C(=O)NS(=O)(=O)c2ccccc2C(F)(F)F)CCN1C(=O)CCC1CCCC1 (stereo unspecified)
12 | O=C1CCCCC1C(O)(C(=O)c1ccccc1)c1ccccc1 (stereo unspecified)
25 | CC1(C(=O)NCc2ccccc2Br)CCN1Cc1ccc(-c2ccccc2)o1 (stereo unspecified)

High-throughput results from PubChem BioAssay.
